G9a inh – qHTS Assay for Inhibitors of Histone Lysine Methyltransferase G9a; Histone-lysine N-methyltransferase EHMT2 (Homo sapiens), Q96KQ7; G9a H3K9 monomethylation, AlphaScreen, 2 h; Potency, µM (highest dose often 102 µM), inactives show at the top dose activity, negative = inhibition, hits mostly inhibitors; actives 8.8% (n = 350,000); AID 504332, 2011; note: % is set by controls: 0 for no effect and ±100 for the full control effect; nearly all actives have a fitted effect of over 75% in size
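G9a (20 nM) preincubated 15 min RT with compounds, then 500 nM biotinylated H3K9 peptide and 20 uM SAM added; 2 h RT reaction. Monomethyl-H3K9 product detected by AlphaScreen with anti-H3K9me1 antibody, streptavidin donor and anti-rabbit IgG acceptor beads.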
POLI inh – qHTS for Inhibitors of Polymerase Iota; Pol iota fluorescent replication assay, 10 min; AID 588590, 2011; Potency, µM (titrated, usually from 115 µM), without a hit: at the highest dose activity, negative = inhibition, usual class: inhibitors; DNA polymerase iota (Homo sapiens), Q9UNA4; actives 1% (n = 390,000)
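Pol iota at 10 nM preincubated 15 min with compounds at room temperature; reaction started with fluorescent substrate, 50 nM final. Fluorescence read kinetically at 0 and 10 min; buffer-only wells as negative control.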
BLM inh – qHTS Assay for Inhibitors of Bloom's syndrome helicase (BLM); actives 0.2% (n = 350,000); AID 2528, 2010; recombinant BLM DNA unwinding, fluorescence dequenching; RecQ-like DNA helicase BLM (Homo sapiens), P54132; Potency, µM (titrated, usually from 56.1 µM), inactives show at the highest dose activity change, negative = inhibition, actives largely listed as inhibitors;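 note: plate controls were vehicle for no effect and no enzyme for full effect; nearly all actives have a fitted effect of over 35% in size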
Pin1 inh – qHTS Assay to Find Inhibitors of Pin1; Peptidyl-prolyl cis-trans isomerase NIMA-interacting 1 (Homo sapiens), Q13526; Pin1 FP peptide displacement, HiFluor488, 10 min; Potency, µM (titrated, usually from 115 µM), inactives show at the top dose activity, negative = inhibition, actives largely listed as inhibitors; actives 0.009% (n = 390,000); AID 504891, 2011; active = well fitted inhibition curve with a large enough effect in the polarisation, with a control signal flat, not every such curve was filed as active; inconclusive = small, poorly fitted or top-dose-only effect, or effect the other way, or a change in a side signal; inactive = no such curve, though single readings can be large or run the other way; the % refers to the polarisation; note: % is set by controls: 0 for no effect and ±100 for the full control effect
BAZ2B inh – qHTS Assay for Inhibitors of BAZ2B; Bromodomain adjacent to zinc finger domain protein 2B (Homo sapiens), Q9UIF8; AlphaScreen BAZ2B-H3K14Ac peptide displacement; Potency, µM (series often up to 114 µM), for the others: at the top dose activity change, negative = inhibition, usual class: inhibitors; actives 4.4% (n = 360,000); note: % is set by controls: 0 for no effect and ±100 for the full control effect; nearly all actives have a fitted effect of over 60% in size
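Inhibition is scored as reduced AlphaScreen emission. The BAZ2B/b-H3(5-23)K14Ac complex (50 nM each) in PBS pH 7.4, 0.01% Tween-20 meets compound (up to 110 uM) for 30 min at RT before bead addition.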
HP1b binding inh – HTS for Inhibitors of HP1-beta Chromodomain Interactions with Methylated Histone Tails. AlphaScreen HP1-beta / biotin-H3K9me3 peptide binding. AID 540317, 2011. actives 0.56% (n = 390,000). Potency, µM (doses to about 114 µM), for inactives: top-dose activity change, negative = inhibition, hits mostly inhibitors; note: nearly all actives have a fitted effect of over 70% in size; inactives centre near 23
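HP1-beta protein (50 nM final) preincubated 30 min at room temperature with biotinylated H3(1-18)K9me3 peptide (50 nM) in PBS pH 7.4, 0.01% Tween-20, then compound added for 30 min. AlphaScreen streptavidin donor/nickel chelate acceptor beads (10 ug/mL final), 30 min dark, luminescence read.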
PGK inhibitor – qHTS Assay to Find Inhibitors of Phosphoglycerate Kinase. Phosphoglycerate kinase, glycosomal (Trypanosoma brucei brucei), P07378. PGK/GAPDH coupled, Kinase-Glo luminescence, 60 min. Potency, µM (titrated, usually from 57.5 µM), inactives show at the top dose activity change, negative = inhibition, usual class: inhibitors. actives 0.043% (n = 380,000). AID 602233, 2012; note: % is set by controls: 0 for no effect and ±100 for the full control effect; nearly all actives have a fitted effect of over 60% in size
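Luminescent ATP detection (Kinase-Glo Plus) follows a 60-minute room-temperature incubation, with wells lacking PGK as controls. Buffer: 100 mM TEA (pH 7.6), 5 mM MgCl2, 0.01% Tween-20. Coupling enzyme GAPDH (100 nM final) supplies unstable 1,3-BPG in-well.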
JMJD2A Tudor inh – qHTS Assay for Inhibitors of JMJD2A-Tudor Domain | AlphaScreen JMJD2A-Tudor / H3K4me3 peptide binding | Lysine-specific demethylase 4A (Homo sapiens), O75164 | AID 504339, 2011 | Potency, µM (titrated, usually from 114 µM), for inactives: top-dose activity change, negative = inhibition, most hits filed as inhibitors | actives 4.4% (n = 390,000); note: % is set by controls: 0 for no effect and ±100 for the full control effect; nearly all actives have a fitted effect of over 50% in size
Target sequence (O75164 whole entry, looked up, the tested form may be a part): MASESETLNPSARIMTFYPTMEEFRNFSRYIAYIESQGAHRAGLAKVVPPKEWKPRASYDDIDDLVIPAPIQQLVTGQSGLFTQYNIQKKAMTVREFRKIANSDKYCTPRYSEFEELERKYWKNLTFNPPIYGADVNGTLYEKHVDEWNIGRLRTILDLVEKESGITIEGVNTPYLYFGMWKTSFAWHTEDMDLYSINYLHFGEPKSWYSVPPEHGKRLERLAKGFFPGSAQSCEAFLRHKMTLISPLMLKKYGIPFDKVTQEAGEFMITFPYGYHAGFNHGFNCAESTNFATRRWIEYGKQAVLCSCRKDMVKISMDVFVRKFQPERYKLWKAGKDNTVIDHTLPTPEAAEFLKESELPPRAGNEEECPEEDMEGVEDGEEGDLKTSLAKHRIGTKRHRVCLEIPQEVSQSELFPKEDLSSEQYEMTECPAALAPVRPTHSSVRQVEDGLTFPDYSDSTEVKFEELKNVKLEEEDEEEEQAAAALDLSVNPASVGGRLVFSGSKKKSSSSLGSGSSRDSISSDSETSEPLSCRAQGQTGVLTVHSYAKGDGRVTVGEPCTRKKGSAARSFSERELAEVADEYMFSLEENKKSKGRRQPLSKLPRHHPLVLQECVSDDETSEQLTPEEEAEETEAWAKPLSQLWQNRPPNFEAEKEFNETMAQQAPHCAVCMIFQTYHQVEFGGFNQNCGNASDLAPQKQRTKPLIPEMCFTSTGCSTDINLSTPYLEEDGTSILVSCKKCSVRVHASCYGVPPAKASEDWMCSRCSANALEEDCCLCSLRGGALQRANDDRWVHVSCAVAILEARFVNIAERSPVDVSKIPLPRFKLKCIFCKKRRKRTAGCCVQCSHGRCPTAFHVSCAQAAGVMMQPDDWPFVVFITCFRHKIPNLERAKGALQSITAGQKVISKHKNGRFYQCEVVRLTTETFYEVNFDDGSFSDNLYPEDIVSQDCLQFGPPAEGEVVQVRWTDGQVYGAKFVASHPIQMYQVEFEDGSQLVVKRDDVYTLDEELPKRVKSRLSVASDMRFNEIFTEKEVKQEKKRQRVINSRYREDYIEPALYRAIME
GLS inhibitor – qHTS for Inhibitors of Glutaminase (GLS); Glutaminase kidney isoform, mitochondrial (Homo sapiens), O94925; GLS enzymatic activity, qHTS titration; Potency, µM (series often up to 45.5 µM), for the others: at the top dose activity change, negative = inhibition, most hits filed as inhibitors; actives 0.21% (n = 410,000); AID 624170, 2012; note: % is set by controls: 0 for no effect and ±100 for the full control effect
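Enzyme dispensed in phosphate buffer (45 mM, pH 8.2, 0.02% Tween-20), compounds pinned in, then 1 mM L-glutamine solution and the glutamate oxidase–HRP–Amplex Red mix added; fluorescence read immediately and again after 30 min at room temperature.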
* hit, by the source's call; i = inactive; ? = inconclusive; · = not tested or not shown; [ ] = dose if it differs, or a comment. Unless noted, calls come from the whole dose curve; as a rule, active = well fitted curve in the direction sought with a large enough effect; inconclusive = small, poorly fitted or top-dose-only effect, or another doubt; inactive = no such curve, though single readings can be large; an effect the other way counts as inactive or inconclusive. Potency is the fitted concentration of half-maximal effect. Only part of the results is shown. The share of hits here may be higher or lower than overall.

G9a inh	POLI inh	BLM inh	Pin1 inh	BAZ2B inh	HP1b binding inh	PGK inhibitor	JMJD2A Tudor inh	GLS inhibitor	Compound
-7%[59 µM]	16%	-13%	11%	-17%	4%	-5%	-24%	-9%	CCCCC1CCC(C(=O)N2CC(=O)Nc3ccc(Cl)cc3C2c2ccc(F)cc2)CC1 (configuration not stated)
-2%[59 µM]	3%	-1%	4%	9%[57.1 µM]	-8%	-4%	-19%	-6%	CC(C)c1ccc(NC(=O)Cn2nnc(C(=O)NCc3ccc(Cl)cc3)c2N)cc1
·	21%	1%	-9%	-4%	30%	-8%	-18%	21%	Cc1c(NCc2cccnc2)cccc1C(=O)O
8%	12%	-4%	-6%	0%	34%	-1%	-1%	6%	O=C(NCc1ccc(F)cc1)c1cc(C(=O)C2CC2)c[nH]1
-18%	5%	-1%	57%[activator]	-5%	6%	i	-15%	0%	CCn1c(O)c(/C=N/N=C2CCCC2)c2ccc(C3=NNC(=O)CC3)cc21
7%	-5%	-7%	-3%	4%	29%	-4%	2%	-8%	CCCCn1c(=O)[nH]c(=O)c2c1nc(CN1C(=O)c3ccccc3S1(=O)=O)n2CCC
56µM*	10%	-4%	-17%	-7%	10%	8%	-5%	-4%	Cc1ccc(C)n1C1CCS(=O)(=O)C1 (configuration not stated)
5%	15%	-1%	-1%	7%	29%	i	-14%	-3%	Nc1ccnn1Cc1ccc(Br)s1
-1%	-8%	·	4%	-20%	22%	-3%	3%	-2%	O=C(CCCOc1ccccc1)NN1C(=O)NC2(CCCCC2)C1=O
-22%[59 µM]	?	-2%	0%	-6%	17%	-5%	?	18%	COc1ccc(N2CCN(C(=O)CCS(=O)(=O)c3cc4c(cc3Cl)NC(=O)CO4)CC2)cc1
?	11%	-3%	74%[activator]	-5%	-10%	0%	-7%	-1%	CC(=O)c1sc(N/N=C\c2cccc(Br)c2)nc1C
4%	21%	-2%	-3%	1%	49%[activator]	-6%	-14%	0%	OCC[C@@H]1C[C@@H](O)[C@H](O)[C@@]2(CCc3ccccc3CO2)O1
·	24%	-10%	7%	2%	27%	-8%	10%	-5%	Cc1nc2sc(C(=O)Nc3ccccc3Cc3ccccc3)c(C)c2c(=O)[nH]1
?	21%	3%	0%	-17%	30%	6%	-11%	1%	CCC(=O)NC(Cc1ccccc1)c1ccc2c(c1)OCCCO2 (configuration not stated)
·	10%	·	-5%	·	39%	-8%	-25%	4%	COc1cc(NC(=O)Cn2cnc3c(OCc4ccccc4)ncnc32)cc(OC)c1OC
20%[59 µM]	13%	-3%	-1%	-21%	33%	8%	-7%	4%	CC(C)[C@H](NC(=O)OCc1ccccc1)C(=O)OCC(=O)Nc1c(F)cccc1F
6%	25%	-4%	1%	13%	0%	-3%	-15%	30%	O=S(=O)(Nc1ccc(C(F)(F)F)cc1)c1cccs1
13%[59 µM]	193%[activator]	3%	0%	-3%	19%	-7%	-7%	5%	COCCn1c(=O)[nH]c(=O)c2c(C(F)(F)F)cc(-c3cccs3)nc21
?	9%	-7%	-3%	1%	33%	1%	-9%	-4%	COc1ccc(CCCc2nnc(SCC(=O)Nc3ccc(C)cc3)o2)cc1
1%	-21%	-11%	6%	-4%	23%	-10%	-19%	1%	COc1ccc(N2C(=O)N(Cc3ccc(C)cc3)c3ccccc3S2(=O)=O)cc1

Shown bar-delimited: part of the list above.
SMILES | G9a inh | POLI inh | BLM inh | Pin1 inh | BAZ2B inh | HP1b binding inh | PGK inhibitor | JMJD2A Tudor inh | GLS inhibitor
CC(=O)c1sc(N/N=C\c2cccc(Br)c2)nc1C | ? | 11% | -3% | 74%[activator] | -5% | -10% | 0% | -7% | -1%
OCC[C@@H]1C[C@@H](O)[C@H](O)[C@@]2(CCc3ccccc3CO2)O1 | 4% | 21% | -2% | -3% | 1% | 49%[activator] | -6% | -14% | 0%
Cc1nc2sc(C(=O)Nc3ccccc3Cc3ccccc3)c(C)c2c(=O)[nH]1 | · | 24% | -10% | 7% | 2% | 27% | -8% | 10% | -5%
CCC(=O)NC(Cc1ccccc1)c1ccc2c(c1)OCCCO2 (configuration not stated) | ? | 21% | 3% | 0% | -17% | 30% | 6% | -11% | 1%
COc1cc(NC(=O)Cn2cnc3c(OCc4ccccc4)ncnc32)cc(OC)c1OC | · | 10% | · | -5% | · | 39% | -8% | -25% | 4%
CC(C)[C@H](NC(=O)OCc1ccccc1)C(=O)OCC(=O)Nc1c(F)cccc1F | 20%[59 µM] | 13% | -3% | -1% | -21% | 33% | 8% | -7% | 4%
O=S(=O)(Nc1ccc(C(F)(F)F)cc1)c1cccs1 | 6% | 25% | -4% | 1% | 13% | 0% | -3% | -15% | 30%
COCCn1c(=O)[nH]c(=O)c2c(C(F)(F)F)cc(-c3cccs3)nc21 | 13%[59 µM] | 193%[activator] | 3% | 0% | -3% | 19% | -7% | -7% | 5%
COc1ccc(CCCc2nnc(SCC(=O)Nc3ccc(C)cc3)o2)cc1 | ? | 9% | -7% | -3% | 1% | 33% | 1% | -9% | -4%
COc1ccc(N2C(=O)N(Cc3ccc(C)cc3)c3ccccc3S2(=O)=O)cc1 | 1% | -21% | -11% | 6% | -4% | 23% | -10% | -19% | 1%

Going on with the list.
G9a inh	POLI inh	BLM inh	Pin1 inh	BAZ2B inh	HP1b binding inh	PGK inhibitor	JMJD2A Tudor inh	GLS inhibitor	Compound
30%	42%	2%	-13%	-16%	43%[activator]	-7%	-12%	1%	CC(=O)N1CCOc2ccc(S(=O)(=O)NCC3CCC(C(=O)Nc4ncccc4C)CC3)cc21 (configuration not stated)
7%	36%[activator]	-1%	-1%	-1%	43%[activator]	4%	0%	-2%	CCCC(C)C(=O)Nc1ccc(S(=O)(=O)Nc2nccc(C)n2)cc1 (configuration not stated)
7%	86%[activator]	-1%	-3%	-3%	5%	-2%	-16%	12%	COc1cccc(OCC(=O)O)c1
-47%	-15%	-6%	2%	-28%	25%	-3%	-12%	2%	Cn1ccnc1SCC(=O)Nc1ccc2c(c1)OCO2
17%[59 µM]	-11%	0%	-11%	14%	27%	i	-3%	-8%	COCc1cc(C)nc(SCC(=O)Nc2cccc(C)c2C)c1C#N
14%	1%	4%	-2%	3%	36%	i	-9%	1%	CC(C)CCCN1CCN=C1Nc1ccccc1
?	29%	-8%	24%	2.8µM*	14µM*	14µM*	10µM*	10%	CN(C)c1ccc(N=Nc2nc3ccccc3n2C)cc1
1%[59 µM]	-11%	0%	0%	-21%	38%	-6%	3%	-8%	Cc1nn(CC(=O)Nc2ccccn2)c(C)c1Br
-11%[59 µM]	8%	1%	25%	4%	27%	6%	-1%	-6%	O=C(COc1ccccc1)NCC1COc2ccccc2O1 (configuration not stated)
14%	-9%	-3%	12%	-10%	26%	-7%	-21%	1%	Cc1ccc2[nH]c(C(=O)N/N=C/c3ccccc3O)c(C)c2c1
-30%[12.7 µM]	8%	·	-8%	?	-14%	-3%	?	6%	Cc1ccc(S(=O)(=O)N2CCn3cccc3C2C)cc1 (configuration not stated)
14%[59 µM]	28%	2%	2%	3%	13%	-4%	-18%	5%	Cc1cc(C)c(S(=O)(=O)N2CCCOC2CNC(=O)C(=O)NCc2ccncc2)c(C)c1 (configuration not stated)
-47%[59 µM]	27%	-3%	17%	4%[57.1 µM]	28%	-8%	-16%	-7%	Cc1ccc(N2C(=O)CS(=O)(=O)C23C(=O)N(Cc2ccc(Cl)cc2)c2ccccc23)cc1C (configuration not stated)
45µM*	-25%	-17%	-12%	-1%	23%	-8%	4%	1%	COc1cc(C2C(C(=O)c3ccc(C)o3)=C(O)C(=O)N2c2cc(C)on2)ccc1OCc1ccccc1 (configuration not stated)
40%	0%	0%	-2%	6%	22%	0%	-4%	0%	Cc1c(Cl)cccc1NC(=O)CNC(=O)c1ccco1
-3%[59 µM]	?	-11%	?	?	0%	-10%	?	-16%	Cc1ccc(C(C)C)c(OCCSc2nc(-c3ccccc3F)nc3cc(=O)[nH]n23)c1
17%	50%[activator]	-3%	-3%	-8%	10%	2%	-17%	20%	Cc1ccc(CNC(=O)c2cnc3ccccc3n2)cc1
-24%	38%[activator]	1%	-1%	-23%	26%	i	-25%	24%	CC(Cc1ccc(Cl)cc1)N1CCC(n2nccc2NC(=O)C2CCCC2)CC1 (configuration not stated)
-25%[59 µM]	0%	-2%	-1%	1%	12%	-6%	-16%	0%	COc1ccc(OC)c(C2C(C(=O)N3CCCCC3)=C(C)Nc3nc4ccccc4n32)c1 (configuration not stated)
25%[59 µM]	5%	-5%	5%	6%	43%[activator]	-6%	21%	-2%	O=c1c2ccccc2nc2n1C1(CCCCC1)Cc1ccccc1-2
20%	-29%	-1%	-1%	-6%	19%	-2%	0%	18%	Cc1ccc(C(=O)N2CCCC(Nc3ccc(F)c(F)c3)C2)cn1 (configuration not stated)
·	-9%	0%	4%	1%	19%	2%	-8%	5%	CCC(Sc1nc2ncccc2[nH]1)C(=O)NCCc1ccccc1 (configuration not stated)
-11%[59 µM]	145%[activator]	0%	-1%	?	-21%	-9%	-28%	-10%	Fc1ccc(N=C2NN=C(c3cc(F)ccc3F)CS2)cc1
